PI4K2A block: qHTS for small molecular inhibitors of PI4K2A. activity change, negative = inhibition, % at 76.9 µM. purified PI4K2A, ADP-Glo luminescence, 1 h; stronger effect = lower value. 0.13% of 420,000 active. AID 1346378, 2018; in the data active = activity change below about -50%;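 also: -100% = wells without enzyme as full effect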
Target sequence (Q9BTU6 whole entry, looked up): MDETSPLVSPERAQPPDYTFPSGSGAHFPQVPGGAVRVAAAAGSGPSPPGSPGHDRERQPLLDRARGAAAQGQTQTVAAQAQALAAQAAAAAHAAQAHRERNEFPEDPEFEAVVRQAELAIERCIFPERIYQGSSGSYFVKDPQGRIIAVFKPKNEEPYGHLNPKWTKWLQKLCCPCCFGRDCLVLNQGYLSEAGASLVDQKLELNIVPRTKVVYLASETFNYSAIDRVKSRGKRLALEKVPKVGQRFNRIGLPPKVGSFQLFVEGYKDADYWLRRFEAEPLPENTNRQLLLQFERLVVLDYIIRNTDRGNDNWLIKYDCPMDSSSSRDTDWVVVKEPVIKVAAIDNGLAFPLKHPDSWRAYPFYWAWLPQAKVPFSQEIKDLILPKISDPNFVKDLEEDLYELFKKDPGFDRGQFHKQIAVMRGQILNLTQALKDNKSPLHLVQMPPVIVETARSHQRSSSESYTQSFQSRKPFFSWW
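Compounds are screened against recombinant PI4K2A using PI as substrate and ATP, the latter dispensed at 300 microM. Reactions run one hour at ambient temperature before ADP-Glo detection; full inhibition defined by wells lacking enzyme.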
Starred values were filed as active, the others as inactive; i = inactive. These rows are one share of the data. The share of hits here may be higher or lower than overall.

| PI4K2A block | canonical_smiles |
| --- | --- |
| -3 | COc1ccc(-c2cc(-c3nnc(SCC(=O)Nc4cccc(Cl)c4C)n3N)[nH]n2)cc1 |
| 1 | COC1=C[C@H](C(=O)NCc2ccc(OC)cc2)C(C)C(c2ccccc2)CC1=O (some centres undefined) |
| -3 | CCCCCN1CCCCC(NC(=O)c2cc(OC)c(OC)c(OC)c2)C1=O (centres undefined) |
| 2 | CCCCCNC(=O)C1C(=O)Nc2ccccc2C(=O)N1C(C)(C)C (centres undefined) |
| 4 | COC(=O)[C@]12C[C@H](CC(=O)NCCCN3CCCC3=O)C(=O)N(CCc3ccc(OC)c(OC)c3)C1=C[C@H](C1CCCC1)O[C@@H]2C |
| 0 | COC(=O)[C@]12C[C@H](CC(=O)NCc3ccccc3)C(=O)N(Cc3ccc(Cl)cc3Cl)C1=C[C@H](COCc1ccccc1)O[C@@H]2C |
| 0 | CCOC(=O)CC1(C)N(S(=O)(=O)c2ccc(C)cc2)c2ccccc2N1S(=O)(=O)c1ccc(C)cc1 |
| 3 | Cc1ccc(-c2c(NC(=O)Nc3ccc(F)cc3)nc3ncccn23)cc1 |
| 2 | CN(C)CC(=O)N[C@@H]1C=C[C@@H](CC(=O)NCCN2CCCCC2)O[C@@H]1CO |
| -5 | O=S1(=O)C=CCN1Cc1cn(Cc2ccc(F)cc2)nn1 |
| 5 | CCN(C(=O)C1CCN(c2ncccn2)CC1)c1ccccc1 |
| -23 | COc1cccc(-c2cc3nc(-c4ccco4)cc(N4CCN(C(C)=O)CC4)n3n2)c1 |
| -8 | O=[N+]([O-])c1ccccc1S(=O)(=O)N1CCC(c2cn3ccccc3n2)CC1 |
| 0 | COC(=O)C1(C(=O)OC)C[C@H](c2ccccc2)N(Cc2ccccc2OC)[C@@H]1c1ccccc1 |
| 1 | CCCC/C=C1/[C@H](c2ccccc2)N(C)C2=N[C@H](c3ccccc3)CC(=O)N21 |
| 2 | CCCCCCCCN1C(=O)[C@H](CC(=O)NCc2cccc3ccccc23)C[C@@]2(C(=O)OC)CC(C)(C)CC=C12 |
| -1 | CCOC(=O)[C@@]12CN(C(=O)OC(C)(C)C)CC=C1N(Cc1ccc(OC)cc1)C(=O)[C@H]2CC(=O)NCCCCc1ccccc1 |
| -2 | C/C(=N/NC(=O)CSc1nnc(SCc2ccc(C)cc2)s1)c1cccc(O)c1 |
| 0 | Cc1ccc(NC(=O)c2ccc(CS(=O)(=O)Cc3ccccc3C)o2)cc1C |
| 1 | CC(C)C[C@H](NC1(C(=O)NC2CCCCC2)CCN(C)CC1)C(=O)NCC(c1ccccc1)c1ccccc1 |

(more compounds)
| PI4K2A block | canonical_smiles |
| --- | --- |
| -2 | CC(=O)c1ccc([C@H](O)[C@@H](C(=O)N(C)c2ccccc2)C2CC2)cc1 |
| -2 | O=C(C1CCCCC1)n1ccc2ccc(-c3ccc4ccn(Cc5ccccc5)c4c3)cc21 |
| -3 | C=CCN1C(=O)[C@@H](CC(=O)NCCCN2CCCC2=O)[C@]2(C(=O)OC)CCCCC=C12 |
| -9 | CCOC1=C2CN(S(=O)(=O)c3ccc(C)cc3)C(c3ccc(CC)cc3)CC2n2c(=O)n(-c3ccccc3)c(=O)n2C1 (centres undefined) |
| -4 | Cn1c(COc2ccccc2)nnc1SCC(=O)Nc1ccccc1-c1ccccc1 |
| 5 | CCn1c(SCC(=O)NN=Cc2c(C)nn(-c3ccccc3)c2C)nnc1-c1ccc(OC)c(OC)c1 |
| -4 | Fc1ccc(-c2n[nH]c(=S)n2N=Cc2ccc(OCc3ccccc3)cc2)cc1 |
| -1 | O=C(OCc1cn(Cc2ccc(F)cc2)nn1)N1CCOCC1 |
| 0 | CCOC(=O)CC[C@@H]1CC[C@]2(CCCN(Cc3nccn3C)C2)O1 |
| -4 | COc1ccc(C(C(=O)NC(C)(C)C)n2c(=O)c(-c3cc4ccccc4[nH]3)nc3ccccc32)cc1 (centres undefined) |
| 2 | COCCCNC(=O)C[C@H]1C[C@@]2(C(=O)OC)C(=C[C@H](C(C)(C)C)O[C@@H]2C)N(Cc2ccco2)C1=O |
| -6 | CCOc1ccc(-n2c(SCC(=O)Nc3ccc(S(=O)(=O)Nc4nccs4)cc3)nnc2-c2ccco2)cc1 |
| -5 | CC(=O)N1c2ccccc2N=C(c2ccc(C(F)(F)F)cc2)C1C(=O)NC(C)C (centres undefined) |
| -3 | Cc1ccc(NC(=O)[C@H]2CC(=O)O[C@@H]2c2ccccc2)c(C)c1 |
| 4 | C[C@H]1[C@@H](c2ccccc2)OC(O)([C@H](Cc2ccccc2)NC(=O)OC(C)(C)C)CN1C (some centres undefined) |
| -3 | CCCC(=O)N1CCC(C(=O)NC2CCCc3ccccc32)CC1 (centres undefined) |
| -4 | C[C@H]1[C@@H](OC(=O)NCc2ccc(C(F)(F)F)cc2)CC[C@@]23CCCN2C(=O)CCC[C@@H]13 |
| -1 | COC(=O)C1(C(=O)OC)c2ccccc2N(S(=O)(=O)c2ccc(C)cc2)C1CC(=O)c1ccccc1 (centres undefined) |
| -2 | CCOc1ccc(-n2c(SCC(=O)Nc3ccccc3-c3ccccc3)nnc2-c2ccccc2)cc1 |
| -2 | Cc1cc(-c2n[nH]c(=S)n2N=Cc2cccc(OCc3ccccc3)c2)n[nH]1 |

(continued)
| PI4K2A block | canonical_smiles |
| --- | --- |
| 0 | CCNC(=S)NNC(=O)CSc1nnc(-c2ccccc2)n1-c1ccc(Cl)cc1 |
| 0 | Cc1cccc(C)c1N1C(=O)c2ccccc2NC(=O)C1C(=O)Nc1ccc(N2CCOCC2)cc1 (centres undefined) |
| 4 | Fc1ccc(Cn2ccc3ccc(-c4ccc5ccn(Cc6ccccc6)c5c4)cc32)cc1 |
| -2 | COc1ccccc1C(CC(=O)c1ccccc1)C(=O)c1ccccc1 (centres undefined) |
| 0 | C[C@H]1COc2cc(Br)ccc2S(=O)(=O)N1Cc1cn(Cc2ccc(F)cc2)nn1 |
| -2 | Cc1n[nH]c(C)c1S(=O)(=O)NCCc1ccccc1 |
| 3 | CCCCCOc1ccccc1/C(=C\SC)n1ccnc1 |
| -7 | O=C(Cc1ccccc1)NC1CCCc2c1cnn2-c1ccc(F)cc1F (centres undefined) |
| -1 | COP(=O)(O)C(COCCC(CC(C)C)NC(=O)OCc1ccccc1[N+](=O)[O-])NC(=O)OCc1ccccc1 (centres undefined) |
| -2 | C[C@@H]1CCN(C2CC2)S(=O)(=O)c2ccc(N3CCC[C@@H]3C)cc2O1 |
| -1 | COc1cc(NC(=O)CSc2nc(C)cc(=O)[nH]2)cc(OC)c1 |
| 0 | CCCCCCCCN1C(=O)[C@@H](CC(=O)NCCC(C)C)C[C@@]2(C(=O)OC)C1=C[C@H](C(C)C)O[C@@H]2C1CC1 |
| -4 | COc1ccc(CN2C(=O)CSCC2(C)C(=O)Nc2c(C)cccc2C)cc1 (centres undefined) |
| 2 | CCCCCC(=O)NC1CCCCN(Cc2ccc(Cl)cc2)C1=O (centres undefined) |
| -2 | C[C@@H](NC(=O)c1ccccc1OCC(=O)Nc1ccc(I)cc1)C(=O)N(C)Cc1ccccc1 |
| 5 | COC(=O)[C@@]12C[C@@H](CC(=O)NCCC(C)C)C(=O)N(Cc3ccco3)C1=CCC(C)(C)C2 |
| -4 | O=C(NCc1ccc(F)c(F)c1)C1C2C=CC3(CN(Cc4ccccc4)C(=O)C13)O2 (centres undefined) |
| 2 | COC(=O)C(C(=O)OC)[C@H]1C=C[C@@H](C(=O)NS(=O)(=O)c2ccc(C)cc2)N(C(C)=O)C1 |
| -1 | Cc1ccccc1Cn1cc(CN2[C@@H](CC(C)C)COc3cccc(F)c3S2(=O)=O)nn1 |
| -3 | COc1cccc(Cn2c(C(C)n3c(-c4cnccn4)nc4ccccc43)nc3ccccc32)c1 (centres undefined) |

Other entries follow.
| PI4K2A block | canonical_smiles |
| --- | --- |
| -6 | O=C(N1CCC(n2nc(-c3ccccc3)oc2=O)CC1)C1(c2ccccc2)CCCC1 |
| -3 | Cc1cc2c(cc1C)-n1nnnc1C(N1CCCC1)C(=O)N2 (centres undefined) |
| -3 | CN(C(=O)C1CCN(c2cncnc2)CC1)C1CCCCC1 |
| -2 | CCOC(=O)[C@]12CCCC=C1N(CCCOC)C(=O)[C@@H]2CC(=O)NCCCCc1ccccc1 |
| i | N[C@@H](CCC(=O)N[C@@H](CS)C(=O)NCC(=O)O)C(=O)O |
| -1 | COC(=O)C1=C(C(=O)OC)[C@@]2([C@H](Cc3ccc(C)cc3)Nc3ccccc3)C=C[C@@H]1O2 |
| -7 | CCc1c(-c2cccc(OC)c2)ncn1Cc1cccc(-c2ccccc2)c1 |
| -2 | COc1ccc(C(=O)C2(C(=O)NCc3ccccc3)CC(c3ccccc3C(F)(F)F)=NO2)cc1 (centres undefined) |
| -2 | C[C@H]1[C@@H](OC(=O)NCc2ccccc2)CC[C@@]23CCCN2C(=O)CCC[C@@H]13 |
| 0 | Cc1ccccc1CN1CCCCC(NC(=O)c2ccc3ccccc3c2)C1=O (centres undefined) |
| -2 | COC(=O)[C@]12C[C@H](CC(=O)NCCCN3CCCC3=O)C(=O)N(Cc3cccc4ccccc34)C1=C[C@H](C(C)(C)C)O[C@@H]2C |
| 7 | CCCCCNC(=O)C1C(=O)Nc2ccccc2C(=O)N1c1c(C)cccc1C (centres undefined) |
| -2 | Oc1ccc2ccccc2c1C=NN1CCN(Cc2ccc(Cl)cc2)CC1 |
| -5 | COc1ccc(C2CCC3(CCC(=O)N3CCO)CC2)cc1 (centres undefined) |
| -4 | CCCCNC(=O)C(NC(=O)c1cnccn1)C(=O)c1ccccc1 (centres undefined) |
| -4 | Nc1nc2ncccn2c1-c1ccc(F)c(F)c1 |
| -6 | O=C(NCCc1ccccc1)OCc1cn(-c2ccc(Cl)cc2)nn1 |
| 3 | Cc1ccc(-n2c(COc3ccccc3)nnc2SCC(=O)Nc2ccc3c(c2)OCO3)cc1 |
| -1 | COc1ccc(-c2c(Cc3ccccc3)nc(NC(=O)c3ccccc3)n2C)cc1 |
| -2 | CCC(=O)Nc1ccc2c(c1)C(=O)N(C)[C@@H]1CC[C@@H](CC(=O)NCc3ccc(OC)cc3)O[C@H]1CO2 |

Later entries.
| PI4K2A block | canonical_smiles |
| --- | --- |
| -2 | COC(=O)[C@]12C[C@H](CC(=O)NCC34CC5CC(CC(C5)C3)C4)C(=O)N(CCc3ccc(OC)c(OC)c3)C1=C[C@H](C1CCCC1)O[C@@H]2C |
| 1 | COc1ccc(C(=O)NCCNc2nc3cc(C)cc(C)c3cc2C#N)c(OC)c1 |
| -5 | CCN(C)C(=O)CN1C(=O)C2CCCCN2C(=O)c2ccccc21 (centres undefined) |
| -1 | CCC[C@H]1[C@@H](NC(=O)c2cccnc2)CC[C@@]23CCCN2C(=O)CCC[C@@H]13 |
| -2 | CCCCCCCCN1CCS(=O)(=O)N(Cc2ccccc2)C(C(=O)OC)C1 (centres undefined) |
| -2 | Cc1cccc(C)c1NC(=O)C1(C)CN(S(C)(=O)=O)CC(=O)N1C1CC1 (centres undefined) |

At a glance, part of the list above.
| PI4K2A block | canonical_smiles |
| --- | --- |
| -7 | CCc1c(-c2cccc(OC)c2)ncn1Cc1cccc(-c2ccccc2)c1 |
| -2 | COc1ccc(C(=O)C2(C(=O)NCc3ccccc3)CC(c3ccccc3C(F)(F)F)=NO2)cc1 (centres undefined) |
| -2 | C[C@H]1[C@@H](OC(=O)NCc2ccccc2)CC[C@@]23CCCN2C(=O)CCC[C@@H]13 |
| 0 | Cc1ccccc1CN1CCCCC(NC(=O)c2ccc3ccccc3c2)C1=O (centres undefined) |
| -2 | COC(=O)[C@]12C[C@H](CC(=O)NCCCN3CCCC3=O)C(=O)N(Cc3cccc4ccccc34)C1=C[C@H](C(C)(C)C)O[C@@H]2C |
| 7 | CCCCCNC(=O)C1C(=O)Nc2ccccc2C(=O)N1c1c(C)cccc1C (centres undefined) |
| -2 | Oc1ccc2ccccc2c1C=NN1CCN(Cc2ccc(Cl)cc2)CC1 |
| -5 | COc1ccc(C2CCC3(CCC(=O)N3CCO)CC2)cc1 (centres undefined) |
| -4 | CCCCNC(=O)C(NC(=O)c1cnccn1)C(=O)c1ccccc1 (centres undefined) |
| -4 | Nc1nc2ncccn2c1-c1ccc(F)c(F)c1 |
| -6 | O=C(NCCc1ccccc1)OCc1cn(-c2ccc(Cl)cc2)nn1 |
| 3 | Cc1ccc(-n2c(COc3ccccc3)nnc2SCC(=O)Nc2ccc3c(c2)OCO3)cc1 |
| -1 | COc1ccc(-c2c(Cc3ccccc3)nc(NC(=O)c3ccccc3)n2C)cc1 |
| -2 | CCC(=O)Nc1ccc2c(c1)C(=O)N(C)[C@@H]1CC[C@@H](CC(=O)NCc3ccc(OC)cc3)O[C@H]1CO2 |
| -2 | COC(=O)[C@]12C[C@H](CC(=O)NCC34CC5CC(CC(C5)C3)C4)C(=O)N(CCc3ccc(OC)c(OC)c3)C1=C[C@H](C1CCCC1)O[C@@H]2C |
| 1 | COc1ccc(C(=O)NCCNc2nc3cc(C)cc(C)c3cc2C#N)c(OC)c1 |
| -5 | CCN(C)C(=O)CN1C(=O)C2CCCCN2C(=O)c2ccccc21 (centres undefined) |
| -1 | CCC[C@H]1[C@@H](NC(=O)c2cccnc2)CC[C@@]23CCCN2C(=O)CCC[C@@H]13 |
| -2 | CCCCCCCCN1CCS(=O)(=O)N(Cc2ccccc2)C(C(=O)OC)C1 (centres undefined) |
| -2 | Cc1cccc(C)c1NC(=O)C1(C)CN(S(C)(=O)=O)CC(=O)N1C1CC1 (centres undefined) |
